Screening results as filed in PubChem BioAssay.
DNA FID counter: counter-screen for HCV NS3 helicase inhibitors: DNA intercalator displacement; DNA fluorescent intercalator displacement, fluorescence; 0.17% of 290,000 active; AID 1845; inhibition, % at 7.9 µM; in the data active = inhibition above about 37%;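 also: 0% = vehicle and 100% = reference compound; higher means more ethidium bromide displaced from hairpin DNA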
IDE cell activ: boosts human insulin-degrading enzyme activity in HEK cells | 0.073% of 340,000 active | P14735 | activation, % at 5.96 µM | FAbeta-B cleavage, fluorescence polarization; 0% vehicle, 100% cell-free pure enzyme wells;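 active = activation above the mean of all tested compounds plus 3 SD, set per screening campaign, cut at about 17% in these data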
Target sequence (P14735 whole entry, looked up): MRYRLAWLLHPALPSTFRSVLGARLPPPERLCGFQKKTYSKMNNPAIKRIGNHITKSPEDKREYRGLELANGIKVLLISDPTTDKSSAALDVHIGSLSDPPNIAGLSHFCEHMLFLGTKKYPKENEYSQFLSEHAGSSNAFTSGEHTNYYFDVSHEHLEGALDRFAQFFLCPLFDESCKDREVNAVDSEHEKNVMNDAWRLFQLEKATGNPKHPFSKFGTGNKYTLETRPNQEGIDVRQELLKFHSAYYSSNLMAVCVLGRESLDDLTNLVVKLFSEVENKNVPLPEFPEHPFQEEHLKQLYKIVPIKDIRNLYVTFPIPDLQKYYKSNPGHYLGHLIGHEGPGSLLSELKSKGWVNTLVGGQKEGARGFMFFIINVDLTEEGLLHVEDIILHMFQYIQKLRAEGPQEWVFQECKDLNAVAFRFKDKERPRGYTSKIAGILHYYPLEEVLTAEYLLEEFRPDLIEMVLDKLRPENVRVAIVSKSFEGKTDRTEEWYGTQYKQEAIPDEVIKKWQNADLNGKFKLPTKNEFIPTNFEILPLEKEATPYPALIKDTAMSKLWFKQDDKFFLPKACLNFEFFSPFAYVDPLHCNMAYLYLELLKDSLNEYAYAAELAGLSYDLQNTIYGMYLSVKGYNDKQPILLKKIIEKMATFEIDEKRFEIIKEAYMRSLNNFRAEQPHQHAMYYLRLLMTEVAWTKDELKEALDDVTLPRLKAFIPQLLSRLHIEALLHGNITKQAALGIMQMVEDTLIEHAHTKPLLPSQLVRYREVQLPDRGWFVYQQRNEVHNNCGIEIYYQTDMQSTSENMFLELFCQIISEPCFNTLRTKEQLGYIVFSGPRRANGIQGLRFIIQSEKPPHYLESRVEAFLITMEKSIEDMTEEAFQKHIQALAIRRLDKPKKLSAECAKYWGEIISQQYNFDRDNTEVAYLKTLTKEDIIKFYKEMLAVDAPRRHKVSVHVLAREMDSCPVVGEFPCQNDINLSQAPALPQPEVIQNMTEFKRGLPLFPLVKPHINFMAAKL
PHOSPHO1 inh: inhibitors of human PHOSPHO1 phosphatase | recombinant PHOSPHO1, absorbance phosphatase assay | inhibition, % at 13.3 µM | 1.1% of 290,000 active | AID 1565; in the data active = inhibition above about 60%
UBC9 SUMO inh: blocks human SUMOylation mediated by UBC9; P63279; 0.36% of 290,000 active; inhibition, % at 35 µM; HTRF SUMOylation assay, SAE1/SAE2 + UBC9, in vitro; in the data active = inhibition above about 50%, passing the limit was not always enough; also: strong numbers were not always called active
pCIP destab: p/CIP protein destabilization; Q05BA5; F442A p/CIP-EGFP cells, EGFP fluorescence, 16 h; decrease of EGFP signal, % at 10 µM; 0.01% of 290,000 active;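 active = EGFP signal decrease of at least 30% at 10 µM or well 3 SD below plate mean, unless failing retest; inactive = the rest, including hits failing retest or dose response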; also: some compounds called inactive have numbers as strong as hits; many of its hits are not listed in these tables
VIM-2 inhibitor: blocks Pseudomonas aeruginosa VIM-2 metallo-beta-lactamase; purified VIM-2, nitrocefin hydrolysis, epi-absorbance fluorescence; inhibition, % at 5.6 µM; 0.89% of 290,000 active;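 active = inhibition above the mean of all tested compounds plus 3 SD, cutoff set per screening run, cut at about 7.5% in these data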;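 also: red hydrolysis product quenches plate fluorescence so inhibitors raise well fluorescence; 0% = enzyme with DMSO and 100% = DMSO without enzyme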
IMP-1 inh: blocks Pseudomonas aeruginosa IMP-1 metallo-beta-lactamase; purified IMP-1, nitrocefin hydrolysis, epi-absorbance fluorescence; inhibition, % at 5.6 µM; 0.45% of 290,000 active; AID 1556;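 active = inhibition above the mean plus 3 SD of all compounds in the same screening run, cut at about 4.5% in these data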;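 also: 0% = IMP-1 with DMSO and 100% = DMSO wells lacking enzyme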
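assay system = purified recombinant IMP-1 metallo-beta-lactamase enzyme | schedule = 15 min preincubation plus 25 min reaction at 25 °C | signal = Epi-absorbance fluorescence, 480 nm excitation, 530 nm emission | read-out basis = percent inhibition from optical density relative to buffer-blank wells | controls = IMP-1 with DMSO as 0%, enzyme-free DMSO as 100%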
MEKK3 PB1 HTS: raises or lowers MEK5 binding to the human MEKK3 PB1 domain; bead-based flow cytometry, Alexa488-MEK5 binding to MEKK3; actives lie on both sides; 0 = blocked by unlabeled MEK5, 100 = vehicle; 1.4% of 290,000 active; binding response (% of control), % at 10 µM;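 active = binding response more than 3 SD above or below the average of its plate-row segment, actives on both sides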;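 also: Alexa488 bead fluorescence after subtracting the streptavidin-only scavenger bead signal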
HCV NS3 hel inh: HCV NS3 helicase inhibition | 0.56% of 290,000 active | inhibition, % at 10.9 µM | NS3 helicase DNA unwinding, Cy5 molecular beacon fluorescence;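 active = inhibition above the mean of all tested compounds plus 3 SD, set per campaign, cut at about 35% in these data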;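 also: 0% = DMSO wells and 100% = thioflavine S control wells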
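assay system = NS3 helicase fragment of HCV | buffer or medium = MOPS pH 6.5, MgCl2, DTT, Tween20, BSA | timing = 60 min unwinding reaction at 25 °C after ATP addition | signal = Cy5 beacon fluorescence read at start and 1 h | read-out basis = % inhibition of unwinding | control set = low DMSO, high thioflavine S at 110 µM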
An asterisk follows results filed as active; nt = no result given.

canonical_smiles	UBC9 SUMO inh	HCV NS3 hel inh	MEKK3 PB1 HTS	DNA FID counter	VIM-2 inhibitor	PHOSPHO1 inh	pCIP destab	IMP-1 inh	IDE cell activ
CCc1ccccc1NC(=O)CN(c1cccc(OC)c1)S(C)(=O)=O	-16	-11	103	-8	-0.5	29	3	-2.4	0
CC(=O)N1CC(C)Sc2ccc(S(=O)(=O)NCc3ccc(Cl)cc3)cc21 (configuration not stated)	-7	-1	104	-40	-2.0	18	-7	-3.6	5
C=CCn1c(Cc2c(C)[nH]c3ccccc23)nnc1SCC(=O)NCc1ccc(F)cc1	20	5	111	-28	-1.9	-8	-9	-1.2	1
CCN(CC)C(=O)COc1c(-c2ccco2)oc2ccccc2c1=O	32	-2	96	-25	0.6	14	-10	-0.8	2
CCOc1cc(CNCCc2ccc(S(N)(=O)=O)cc2)cc(Cl)c1OCc1ccccc1	-24	-91	105	25	-1.4	3	0	-2.7	-1
COc1ccc(S(=O)(=O)N(CC(=O)N2CCOCC2)c2ccc(F)cc2)cc1OC	3	6	97	-22	1.3	45	7	-0.2	0
Cc1ccc(S(=O)(=O)N2CCCc3cc(NC(=O)c4c(F)cccc4F)ccc32)cc1	-5	-24	103	-14	0.9	31	0	-1.1	4
CCSc1nnc(-c2ccccc2N=Cc2c(C)[nH]n(-c3ccccc3)c2=O)c(=O)[nH]1	-7	1	106	-4	-5.8	3	0	-3.1	1
CC(C)Nc1ncnc2c1cnn2-c1ccc(Cl)cc1	-10	-8	103	2	-3.7	5	-4	-3.2	2
COc1ccc(OC)c(CN2CCN(c3ccccc3OC)CC2)c1	3	2	nt	5	-2.0	-11	-3	-0.6	1

Profiles from above. Order of screens: UBC9 SUMO inh, HCV NS3 hel inh, MEKK3 PB1 HTS, DNA FID counter, VIM-2 inhibitor, PHOSPHO1 inh, pCIP destab, IMP-1 inh, IDE cell activ
Cc1ccc(S(=O)(=O)N2CCCc3cc(NC(=O)c4c(F)cccc4F)ccc32)cc1 is listed as -5, -24, 103, -14, 0.9, 31, 0, -1.1, 4
COc1ccc(OC)c(CN2CCN(c3ccccc3OC)CC2)c1 is listed as 3, 2, nt, 5, -2.0, -11, -3, -0.6, 1

Further records follow.
canonical_smiles	UBC9 SUMO inh	HCV NS3 hel inh	MEKK3 PB1 HTS	DNA FID counter	VIM-2 inhibitor	PHOSPHO1 inh	pCIP destab	IMP-1 inh	IDE cell activ
CCOC(=O)c1cc2occc2n1CC(=O)NCCOC	12	-2	94	1	-1.8	8	-3	0.7	4
CCOC(=O)C1=C(Nc2ccc(OC)cc2)OCC1=O	17	4	89	-1	-2.1	33	-5	-1.8	4
COc1ccc(-c2cc(C(=O)Nc3cc(Cl)ccc3OC)no2)cc1	15	6	101	-2	-2.1	38	0	-1.3	0
Cc1ccc(C)c(OCC(O)CN2CCc3ccccc3C2)c1C (configuration not stated)	8	-28	109	3	-1.1	20	8	-0.9	6
CCOC(=O)N1CCN(C(=O)C2CCC(=O)N(Cc3ccc(Cl)cc3)C2)CC1 (configuration not stated)	-2	-2	97	-31	-2.4	27	-7	-3.5	1
COC(=O)c1cc(S(=O)(=O)NCCCc2ccco2)c[nH]1	-1	18	100	-11	-0.3	24	2	0.7	5
O=C(CCN1C(=O)C2CC=CCC2C1=O)Nc1cccc(Cl)c1 (configuration not stated)	2	-7	101	-11	-5.3	-36	11	-3.9	5
COc1cccc(CC(=O)Nc2nc3c(s2)C(=O)CC(C)(C)C3)c1	4	5	105	-7	-2.9	18	7	-1.3	3
C=CCN1C(=O)/C(=c2\sc3nc(=O)c(Cc4ccccc4Cl)nn3c2=O)c2ccccc21	9	12	101	-24	0.9	-146	-6	-1.3	1
CN1CCN(c2ccccc2NC(=O)COc2ccc(Br)cc2)CC1	5	-9	108	10	1.4	6	-1	-2.1	3
O=C(NC(=S)Nc1cccc(CO)c1)c1ccc(-c2ccccc2)cc1	-13	-5	102	-13	-2.6	-5	-1	-3.6	-12
N/C(CSc1ccc(Cl)cc1)=N\S(=O)(=O)c1ccc(Cl)cc1	-8	-8	99	-15	-2.5	16	-6	-3.9	2
Cc1cccc2cc(CN(Cc3ccc(F)cc3)C(=O)N(C)C)c3nnnn3c12	8	15	100	1	-2.3	-2	-10	-2.1	1
CCCOc1ccc(CNCCCOCC)cc1OC	3	-5	100	2	-0.9	-7	-4	0.2	9
CC(=O)Nc1ccc(OCC(O)Cn2c3ccccc3c3ccccc32)c(C)c1 (configuration not stated)	-13	-33	119	-20	-2.5	-18	-4	-2.7	6
COc1ccc(S(=O)(=O)N2CC=C(C(=O)Nc3ccc(NC(C)=O)cc3)CC2)cc1	-3	-5	86	-6	-0.4	28	-1	-2.4	-5
Cc1ccc(Cl)cc1NC(=O)CNC(=O)N1CC(=O)Nc2ccccc21	11	0	96	-14	-2.0	80*	9	-3.5	-4
Nc1ccc2oc3ccc(N)cc3c(=O)c2c1	31	1	93	-2	1.7	19	0	0.2	5
CSc1ccccc1NC(=O)CN(C)CC(=O)Nc1cccc(Br)c1	1	5	113	-11	-4.9	44	2	-2.9	-2
Cc1ccc(C)c(NC(NC(=O)c2ccccn2)C(Cl)(Cl)Cl)c1 (configuration not stated)	-2	-3	88	3	-2.4	-3	2	-1.4	2

Structures listed above that bear a hit mark in PHOSPHO1 inh:
SMILES | UBC9 SUMO inh | HCV NS3 hel inh | MEKK3 PB1 HTS | VIM-2 inhibitor | PHOSPHO1 inh | pCIP destab | IMP-1 inh | IDE cell activ
Cc1ccc(Cl)cc1NC(=O)CNC(=O)N1CC(=O)Nc2ccccc21 | 11 | 0 | 96 | -2.0 | 80* | 9 | -3.5 | -4

Additional compounds.
canonical_smiles	UBC9 SUMO inh	HCV NS3 hel inh	MEKK3 PB1 HTS	DNA FID counter	VIM-2 inhibitor	PHOSPHO1 inh	pCIP destab	IMP-1 inh	IDE cell activ
COc1cc(C)c(S(=O)(=O)N2CCN=C2c2ccccc2)cc1C	-7	-2	97	-11	2.0	-6	-11	-1.8	2
C/C(=C\C(=O)Nc1cc(C)on1)c1ccccc1	10	-4	98	-5	-0.8	22	1	-0.5	-3
CCOC(=O)N1CCN(C(=O)c2ccccc2CCc2ccccc2)CC1	-6	-4	107	-32	-0.8	10	1	-0.4	-1
O=C1CC(c2ccccc2)=Nc2ccccc2N1	-2	-2	101	-2	-0.9	5	7	-2.8	-1
CC1(NC(=S)NCCO)CCS(=O)(=O)C1 (configuration not stated)	-10	1	94	2	-0.1	-8	1	0.2	0
COc1ccc(NC(=O)N/C=C/c2ccc(Cl)cc2)cc1	2	-1	103	-1	0.2	15	1	0.1	-1
CC(Oc1cc2oc(=O)c3c(c2cc1Cl)CCC3)C(=O)NC1CC(C)(C)NC(C)(C)C1 (configuration not stated)	nt	-4	103	20	25*	36	-9	-5.4	3
Cc1ccc(NC(=O)CCS(=O)(=O)c2cccc3nonc23)c(Cl)c1	11	0	98	-4	-1.4	-2	-13	-2.9	-3
COc1cc(/C=N\Nc2cc(=O)n(C)c(=O)n2C)ccc1O	9	0	103	-1	-0.1	-2	-4	-5.2	-3
COc1ccc(C)cc1-n1nnnc1SC/C(O)=C(\C#N)c1nc2ccccc2[nH]1	13	-4	98	-11	-1.3	21	3	-4.7	3
CCOc1ccccc1-n1nnnc1SCC(=O)NC(=O)Nc1ccc2c(c1)OCCO2	-21	4	103	-8	-4.7	-5	-11	-3.1	-4
COc1ccc(/C=C2\SC(=O)N(CCNC(=O)CCS(=O)(=O)c3ccc(C)cc3)C2=O)cc1	-3	0	98	-30	-1.8	-13	-5	1.6	-2
Fc1ccccc1CSc1nc2ncccc2[nH]1	-3	5	106	-4	-1.4	20	-3	-3.3	5
Cc1cc(C)cc(N(C(C)C(=O)NCCC2=CCCCC2)S(C)(=O)=O)c1 (configuration not stated)	8	-1	99	-34	-2.3	5	1	-1.5	-5
Clc1ccc(Cn2ncc3c(N4CCOCC4)ncnc32)cc1	3	5	99	-8	-1.8	4	-7	-1.7	-2
Cc1ccc(CCN2CC(C(=O)O)CC2=O)cc1 (configuration not stated)	11	-3	110	0	-4.8	6	2	-1.6	2
CCN(CC)S(=O)(=O)c1ccc(C(=O)NCc2n[nH]c(=S)n2-c2ccccc2OC)cc1	10	12	110	-17	-2.6	7	-15	-2.2	-1
S=C(NCc1ccc2[nH]c3c(c2c1)CCCC3)Nc1ccccc1	-26	-15	117	-7	-2.9	-9	-2	-2.2	-2
O=C(CCNc1cccc(F)c1)c1cccc([N+](=O)[O-])c1	-1	-5	104	2	-2.4	56	2	-3.0	2
CCC1CCCCN1CCCNC(=O)c1ccc(N2CCOCC2)c(NS(=O)(=O)c2ccc(OC)cc2)c1 (configuration not stated)	-8	-11	94	20	1.5	-8	-19	-2.3	-2
COc1cc(C(=O)N2CCC(NC(=O)C(Cc3ccccc3C)NC(C)=O)CC2)cc(OC)c1OC (configuration not stated)	22	1	104	-19	-4.3	0	5	-3.5	-3
COc1ccc(CNC(=O)CSc2nnc(C)s2)cc1	-3	4	103	1	-2.5	-1	8	-0.6	4
NC(=O)Cn1cnc(-c2ccccc2)c1	25	12	95	0	-0.7	18	-5	-1.3	1
CCOC(=O)CNC(=O)CSc1nc2cccnc2n1C1CCCCC1	10	0	101	-17	-3.5	-32	-11	-6.1	0
CC(Sc1nnnn1-c1ccccc1)C(=O)Nc1ccc(Cl)cn1 (configuration not stated)	-1	5	95	-12	-1.2	-3	-15	-1.5	1
COc1ccc(C(C)=O)cc1COC(=O)c1cc(C)nc2ccccc12	9	7	106	-13	-1.9	12	2	-3.0	2
N=C(c1ccc([N+](=O)[O-])cc1)N1CCCCC1	-6	13	89	7	0.1	13	19	-0.2	6
CC(C(=O)NC1CCCCC1)N1C(=O)C2C3C=CC(C3)C2C1=O (configuration not stated)	4	0	101	0	0.3	23	-8	-0.8	6
Cc1cccc(N2CCN(C(=O)CCCOc3ccccc3)CC2)c1C	-12	-10	107	-26	-0.2	-18	4	-1.4	3
CC(=O)c1cc(C)ccc1OC(=O)c1ccco1	1	0	107	3	-2.5	2	-5	-4.3	-4
Cc1onc(-c2ccccc2)c1C(=O)N/N=C/c1c(F)cccc1Cl	-2	-2	102	-29	-0.4	33	2	-0.7	-1
Fc1ccccc1Cn1cc(C(=S)N2CCOCC2)c2ccccc21	-31	-9	102	-25	-2.2	18	7	-2.9	-1
CC(C)C(=O)N1CCC2(CC1)Oc1ccc(Cl)cc1C(=O)C21CC(c2ccccc2)=NO1 (configuration not stated)	-20	nt	97	nt	nt	22	-3	nt	0
Cc1ccc(C)c(Cn2nnc3c(=O)[nH]c(C(=O)Nc4ccc(F)cc4)nc32)c1	25	16	99	-18	-1.3	27	-11	-0.9	3
COC(=O)c1cccc(Nc2ccc([N+](=O)[O-])cn2)c1	4	0	100	2	0.3	24	-8	-2.9	4
CN(C)/C=N/C1=C(C#N)C(c2cccs2)c2ccc3ccccc3c2O1 (configuration not stated)	20	27	103	-9	-0.8	27	0	-2.2	5
O=C(Cn1ccc2ccccc2c1=O)NCCC(=O)Nc1cccc(Cl)c1	-2	-10	101	-18	-0.9	23	-1	-4.7	0
COc1ccc(/C=C/c2nc3sc4c(c3c(=O)o2)CCC4)cc1	nt	-3	79	-3	-0.1	nt	nt	-1.1	5

Not all compounds are listed; count on the stated rates, not on these rows.
